Pemphigus Ab inh: blocks pemphigus antibody binding to human desmoglein-3 | binding (percent of control), % at 10 µM | DSG3-coupled beads, scFv-anti-DSG3-GFP binding, flow cytometry; stronger effect = lower value | hit rate 0.48% among 310,000;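 active means binding more than 3 SD below its plate's average and above zero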; further: some compounds called inactive have numbers as strong as hits
DAGLB inh: blocks human DAGLB lipase activity | Q8NCG7 | HEK293T DAGLB membrane lysate, EnzChek fluorogenic substrate | inhibition, % at 5.17 µM | hit rate 0.059% among 340,000; in the data active means inhibition above about 34%;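 further: 0% = enzyme with vehicle and 100% = wells lacking enzyme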
LANA DNA inh: inhibitors of KSHV LANA C-terminal domain DNA binding | MBP-C-LANA/FAM-LBS DNA binding, fluorescence polarization | inhibition, % at 9 µM | hit rate 0.078% among 340,000 | AID 504423;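 active means highest replicate inhibition at or above 60% at 9 µM, even if other replicates fall short; inactive means all replicates below 60% inhibition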;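 further: 0% = neutral control wells and 100% = 4 µM acridine orange control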
Keap1 Nrf2 FP: inhibitors of human Keap1-Nrf2 protein-protein interaction | Q14145 | Keap1 Kelch-Nrf2 peptide fluorescence polarization, 1536-well | inhibition, % at 9.4 µM | hit rate 0.15% among 340,000 | AID 504523; in the data active means inhibition above about 12%;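 further: human Keap1 Kelch domain with fluorescein labeled Nrf2 9mer peptide probe; 0% = neutral control wells and 100% = peptide positive control; higher means more block of Keap1 binding to Nrf2 peptide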
Target sequence (Q14145 whole entry, looked up, the tested form may be a part): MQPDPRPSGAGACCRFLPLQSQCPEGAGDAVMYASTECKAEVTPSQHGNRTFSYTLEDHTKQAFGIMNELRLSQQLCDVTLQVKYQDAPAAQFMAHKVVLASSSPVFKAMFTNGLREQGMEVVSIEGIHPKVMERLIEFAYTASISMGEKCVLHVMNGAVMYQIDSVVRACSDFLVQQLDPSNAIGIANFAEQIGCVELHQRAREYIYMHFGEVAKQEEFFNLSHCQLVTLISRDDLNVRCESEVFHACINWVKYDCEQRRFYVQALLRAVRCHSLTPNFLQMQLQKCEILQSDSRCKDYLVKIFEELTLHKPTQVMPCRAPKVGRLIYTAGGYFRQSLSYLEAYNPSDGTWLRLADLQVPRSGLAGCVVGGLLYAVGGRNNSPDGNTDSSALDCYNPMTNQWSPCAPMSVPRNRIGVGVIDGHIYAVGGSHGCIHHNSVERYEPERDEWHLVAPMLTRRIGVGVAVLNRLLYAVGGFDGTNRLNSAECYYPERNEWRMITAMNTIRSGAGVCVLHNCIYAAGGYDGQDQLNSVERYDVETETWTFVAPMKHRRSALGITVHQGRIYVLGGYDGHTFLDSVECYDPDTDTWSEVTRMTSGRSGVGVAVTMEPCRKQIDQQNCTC
V-ATPase pHluor: regulators of yeast V-ATPase proton transport. S. cerevisiae, pHLuorin cytosolic pH fluorescence. response, % at 10 µM. hit rate 0.37% among 350,000. AID 504577; in the data active means response mostly above about 7.3%, no sharp cut-off; inactive means mostly below about 5.4%; further: actives read high; inactives centre near 0; some compounds called inactive have numbers as strong as hits
CAL PDZ FP-1: inhibitors of human CAL PDZ peptide binding; Q9HD26; purified CAL PDZ, TMR-peptide fluorescence polarization, 1 h; inhibition, % at 24.9 µM; hit rate 0.92% among 300,000; AID 602252;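 active means mean inhibition of at least 30% with at least half of replicates also reaching 30%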;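 further: 0% = DMSO neutral control and 100% = excess unlabeled competitor peptide PRC23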
NSD2 inh: blocks human histone methyltransferase NSD2 | NSD2 peptide methylation, AlphaScreen, 120 min | inhibition, % at 12.5 µM | hit rate 0.54% among 310,000 | AID 743445; in the data active means inhibition above about 50%
CAL PDZ FP-2: human CAL PDZ-peptide interaction inhibition | Q9HD26 | purified CAL PDZ, TMR-peptide fluorescence polarization, 1 h | inhibition, % at 20 µM | hit rate 0.02% among 330,000 | AID 504414;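 active means highest replicate inhibition of at least 40%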;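 further: plate controls were DMSO neutral control wells for no effect and unlabeled competitor peptide control wells for full effect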
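Read-out basis: mP drop reported as inhibition | Assay system: Tagged CAL PDZ protein CerCALP, purified | Benchmarks: Unlabelled peptide for full inhibition, DMSO wells as neutral | Schedule: 1 h incubation at room temperature before polarization reading | Buffer or medium: Sodium phosphate/NaCl buffer pH 7.4 with TCEP, IgG, Thesit | Doses: Single point, 20 µM | Measured by: Fluorescence polarization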
Cardiac RTF inh: cardiac RTF calcium desensitization. hit rate 0.12% among 340,000. P19429+P45379. IANBD-labeled cardiac RTF, Ca2+ fluorescence. AID 493244. inhibition, % at 7.15 µM;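 active means inhibition above the mean inhibition of all tested compounds plus 3 SD, cut at about 17% in these data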;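 further: assay run at fixed EC70 calcium of 1.6 mM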
Arr AP2 block: blocks beta-arrestin peptide binding to AP2 adaptin; FITC-arrestin peptide / GST-AP2 beads, flow cytometry; AP2 beta2 appendage carries R879A mutation; inhibition, % at 10 µM; hit rate 0.31% among 340,000;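 active means inhibition above a set limit, near 3 SD of compounds lacking own fluorescence, cut at about 54% in these data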;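 further: plate controls were DMSO wells for no effect and 5 µM unlabelled arrestin peptide for full effect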
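Test system: GST-tagged AP2 beta2-adaptin appendage (R879A) on 4 µm glutathione beads; also added: fluorescein-tagged arrestin peptide at 50 nM final; timing: 12 min plus 1 h, RT; signal: flow cytometry, FL1 (488/535 nm); read-out: percent drop in bead-associated FITC signal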
Numbers without * were called inactive; nt = no result given. A portion of the library. The share of hits here may be higher or lower than overall.

The line under a structure holds: Pemphigus Ab inh, DAGLB inh, LANA DNA inh, Keap1 Nrf2 FP, V-ATPase pHluor, CAL PDZ FP-1, NSD2 inh, CAL PDZ FP-2, Cardiac RTF inh, Arr AP2 block
> Cc1cccc(C)c1OCC(=O)Nc1oc(-c2ccccc2)c(-c2ccccc2)c1C#N
  98, -7, -0.2, -4, nt, -4, nt, -0.2, -7, -43
> Cc1ccc(NCc2ccc(Cl)nc2)c(NCc2ccc(Cl)nc2)c1
  96, 0, 0.7, -4, -1, -2, 0, -1.2, -21, 17
> Cn1ncc(Cl)c1C(=O)NCc1ccc2c(c1)OCO2
  107, -2, 1.1, -6, -1, -1, 0, 8.5, 4, -3
> CCN1CCCC1CNC(=O)c1c(O)c2c([nH]c1=O)CCCC2 (configuration not stated)
  97, 3, -1.2, 5, 0, -4, 12, -2.1, -2, 9
> COc1ccccc1NC(=O)COC(=O)C1CC1
  103, -1, -1.8, -5, 4, nt, -2, -0.5, 0, -24
> CN(c1ccccc1)S(=O)(=O)c1cccc(C(=O)OCC(=O)Nc2ccc3[nH]c(=O)[nH]c3c2)c1
  106, 1, 0.1, 3, 5, -1, -1, -2.6, -28, -9
> Cc1nc2ccc(C(=O)O)cc2[nH]1
  100, 0, 9.4, -6, 3, -4, -18, -0.6, 0, 6
> COc1ccc(N(CC(=O)NCCSCc2ccco2)S(=O)(=O)c2ccc(C)cc2)cc1
  101, -4, 4.3, -2, 3, -1, 0, 0.0, -17, -2
> Cn1nnnc1Sc1ccc(C(=O)O)cc1[N+](=O)[O-]
  101, 2, 0.9, -2, -2, -5, -4, -1.6, 5, 3
> CCOc1ccc(-n2c(SCC(=O)Nc3ccc(CC)cc3)nc3n[nH]c(C)c3c2=N)cc1
  91, 2, -3.7, -4, -2, 0, 0, -2.3, -24, -8

New compounds follow
The line under a structure holds: Pemphigus Ab inh, DAGLB inh, LANA DNA inh, Keap1 Nrf2 FP, V-ATPase pHluor, CAL PDZ FP-1, NSD2 inh, CAL PDZ FP-2, Cardiac RTF inh, Arr AP2 block
> Cc1cccc(/N=C/C2=C(O)CC(C)(C)CC2=O)n1
  nt, 0, 0.3, -7, 1, -2, -1, -0.9, -5, 4
> CC1CCCC(NC(=O)COC(=O)CN2C(=O)C3CCCCC3C2=O)C1C (configuration not stated)
  96, 0, 0.9, -9, 2, -1, 0, -3.2, -14, -3
> C=CCc1ccc(OCCn2nnc3ccccc32)c(OC)c1
  111, -5, -4.3, -5, 2, 95*, -1, -2.5, -3, 1
> CCCNS(=O)(=O)c1ccc(OCC(=O)N2CCCC2)cc1
  104, 1, -2.5, 1, 1, -3, 0, 0.6, -3, 19
> COc1ccc(C(=O)Nc2ccccc2)cc1NC(=O)c1cccs1
  100, 0, -0.5, 4, 0, -5, -3, -3.1, -2, 54
> O=C(CSc1nc2ccc([N+](=O)[O-])cc2s1)NC1CCS(=O)(=O)C1 (configuration not stated)
  106, 0, 0.1, -1, -1, 3, nt, 0.0, -3, -6
> Cc1ccccc1OCC(=O)OCC(=O)Nc1ccc(Cl)cn1
  nt, 0, -0.9, -3, 5, 4, -1, -1.0, -2, 17
> O=C(NCc1ccccc1Cl)c1ccc(NC2=NC3CS(=O)(=O)CC3S2)cc1 (configuration not stated)
  103, 3, -0.4, -5, -1, nt, nt, 0.1, -4, 5
> CCOC(=O)c1[nH]c(CSc2nnc(-c3ccc(OC)cc3)o2)c(C(=O)OCC)c1C
  101, -5, -0.1, -3, 2, -5, 1, -2.1, -2, -10
> COc1cccc(C(=O)C2CCCN(Cc3cccn3-c3cccnc3)C2)c1 (configuration not stated)
  83, -2, 0.2, 1, 3, -5, 6, -2.5, 2, 0

Remaining list, next part:
The line under a structure holds: Pemphigus Ab inh, DAGLB inh, LANA DNA inh, Keap1 Nrf2 FP, V-ATPase pHluor, CAL PDZ FP-1, NSD2 inh, CAL PDZ FP-2, Cardiac RTF inh, Arr AP2 block
> Cc1cc(C(=O)CSc2nnc3c(Cl)cc(Cl)cn23)c(C)n1C
  104, 1, 0.5, -2, -2, nt, 0, 0.6, 0, 0
> CC(C)N(C(=O)Cn1cc(S(=O)(=O)CC(=O)NCc2ccccc2)c2ccccc21)C(C)C
  102, -1, 1.5, -2, -1, -4, 0, -0.8, 2, 22
> COc1ccc(/C=N/NC(=O)CN(c2ccc(OC)cc2)S(=O)(=O)c2ccccc2)cc1
  103, 1, 1.6, 1, 0, 0, 0, -2.4, 2, 6
> Cc1ccc2nc(SCC(=O)c3ccc(Cl)cc3)nc(=O)n2c1
  102, 0, -1.0, -1, 0, -3, 0, -0.6, -6, -3
> Cc1cc2ncc(C(N)=O)cn2n1
  105, -2, -0.6, -1, -2, 2, -1, 0.0, 1, 21
> COc1ccccc1Nc1ncnc2c1cnn2-c1cccc(C)c1
  nt, -9, 0.0, -2, -2, 0, -2, -5.1, -9, -1
> O=C(O)COc1ccccc1/C=C1\SC(=S)N(NC(=O)c2ccccc2O)C1=O
  105, 8, -4.8, -14, 1, -3, nt, -1.1, -10, 0
> C=CCn1c(CNS(=O)(=O)c2ccc(Cl)cc2)n[nH]c1=S
  101, 3, -1.3, 0, -3, -4, 1, -0.4, 4, 47
> Cc1onc(-c2c(F)cccc2Cl)c1C(=O)N1CCCc2ccccc21
  100, -3, 0.0, 5, 2, -4, 1, -1.2, -16, -15
> CC(Oc1cccc(Cl)c1)C(=O)Nc1cc(S(=O)(=O)N2CCOCC2)ccc1N1CCCCC1 (configuration not stated)
  105, -8, 0.6, 1, -3, -3, -7, -3.4, 4, 5

Next section
The line under a structure holds: Pemphigus Ab inh, DAGLB inh, LANA DNA inh, Keap1 Nrf2 FP, V-ATPase pHluor, CAL PDZ FP-1, NSD2 inh, CAL PDZ FP-2, Cardiac RTF inh, Arr AP2 block
> Nc1ncnc2c1ncn2[C@@H]1O[C@H](CNS(=O)(=O)c2ccc3c(c2)CCN(C(=O)C(F)(F)F)C3)[C@@H](O)[C@H]1O
  98, 2, -0.2, -6, 1, 1, nt, -1.1, 0, -4
> COCCn1c(SCC(=O)Nc2ccc(C)cc2C)nc2c(oc3ccccc32)c1=O
  100, 5, -0.7, 3, -1, -6, -1, -0.6, -4, 0
> COC(=O)c1ccc(C)c(N(CCO)CCO)c1
  104, -1, 0.6, 3, 5, -8, -5, nt, -8, -1
> O=C(COc1ccc(S(=O)(=O)N2CCCC2)cc1)Nc1ccc(F)cc1
  105, -3, -2.3, -3, -2, -4, 68*, -0.6, -14, 6
> COC(=O)[C@H](CC(C)C)NC(=O)Cn1cnc2c(NCc3ccccc3)ncnc21
  100, 0, -2.1, -3, 5, -3, nt, -0.4, -1, 5
> COc1ccc(N(C(=O)Cn2nnc(-c3ccc(C)o3)n2)C(C(=O)NC2CCCC2)c2ccncc2)cc1 (configuration not stated)
  nt, 1, -0.5, -2, 2, 1, -2, -1.9, -29, 3
> Cc1ccc(S(=O)(=O)c2nc(-c3cccs3)oc2N2CCC(C(N)=O)CC2)cc1
  135, 3, -0.7, -9, 0, 0, 0, -1.6, 3, -10
> Cn1nc(C(F)(F)F)c2cc(NC(=O)OCC(C)(C)C)sc21
  97, -4, 0.3, 0, 2, -1, 0, -3.6, 2, 3
> C[C@@H](NC(=O)OC(C)(C)C)c1nnc(S(=O)(=O)Cc2ccccc2)o1
  95, nt, -1.1, -39, -4, nt, 3, -0.6, nt, 39
> Cc1ccc(C(=O)NCCN2CCOCC2)cc1C
  120, -2, 0.9, -7, 5, -2, -2, -0.2, -4, 8

Next entries.
The line under a structure holds: Pemphigus Ab inh, DAGLB inh, LANA DNA inh, Keap1 Nrf2 FP, V-ATPase pHluor, CAL PDZ FP-1, NSD2 inh, CAL PDZ FP-2, Cardiac RTF inh, Arr AP2 block
> Cc1c(NS(=O)(=O)c2ccc(NC(=O)CCC(=O)O)cc2)c(=O)n(-c2ccccc2)n1C
  87, -3, -0.3, 2, 1, -6, 7, 0.9, 4, 31
> COc1ccc(CCNC(=O)CN(C)S(=O)(=O)c2cccc3nsnc23)cc1OC
  117, 0, -2.2, 0, 2, -3, 8, 0.4, -3, -5
> CCOc1cc(N2CCOCC2)c(OCC)cc1NC(=O)C(NC(=O)c1c(F)cccc1F)C(C)C (configuration not stated)
  110, -1, -2.5, 0, 2, 3, 2, -0.8, -7, -1
> CCOC(=O)C(C)N1C(=O)S/C(=C/c2cc(C)n(-c3ccncc3)c2C)C1=O (configuration not stated)
  95, 0, 0.3, -3, 2, -2, 4, -2.8, -12, 6
> COc1ccc(C(=O)Nc2nc3ccc(S(C)(=O)=O)cc3s2)cc1
  76, -1, -0.4, -1, -3, -2, nt, nt, 3, -1
> O=C(Nc1cnn(Cc2ccc(F)cc2)c1)c1cc(-c2cccs2)on1
  100, -1, -1.5, 1, -4, -3, -6, nt, 0, -2
> O=C(Nc1ccncc1)c1cc(-c2ccccn2)nc2ccccc12
  96, -1, -6.5, -4, 2, 1, 0, -3.3, 6, -4
> CCOc1ccccc1C(C(=O)NC1CCCC1)N(C(=O)c1csnn1)C1CC1 (configuration not stated)
  96, 0, 0.6, 5, -2, -3, 6, -0.7, -3, 0
> N#Cc1ccc2ccn(CC(=O)NCc3ccccc3)c2c1
  97, 2, 0.7, 0, -2, -7, 0, 0.0, 2, -2
> CCCOc1cccc(OCC(=O)Nc2nc3ccccc3[nH]2)c1
  101, 0, 2.4, -1, -4, -2, 4, -0.2, -8, 8

Other entries:
The line under a structure holds: Pemphigus Ab inh, DAGLB inh, LANA DNA inh, Keap1 Nrf2 FP, V-ATPase pHluor, CAL PDZ FP-1, NSD2 inh, CAL PDZ FP-2, Cardiac RTF inh, Arr AP2 block
> COc1ccc(NC(=O)CN(C)S(=O)(=O)c2ccc(Cl)cc2)c([N+](=O)[O-])c1
  103, -5, 0.5, 3, 0, nt, 1, -1.3, -3, 4
> Cc1cccc(NC(=O)C(CCC(N)=O)NC(=O)OCc2ccccc2)c1 (configuration not stated)
  nt, 4, 0.5, 3, 2, 8, -1, -2.1, 2, 8
> Fc1ccc(/C=N/NC(=S)Nc2ccc(Cl)cc2)cc1F
  81, -4, -0.9, -1, -5, -3, -2, 0.5, 15, 35
> Cc1nc2sc(C(c3cccc(F)c3)N3CC(C)OC(C)C3)c(O)n2n1 (configuration not stated)
  83, 0, 0.4, 6, -24, 0, nt, -1.7, -3, 10
> Cc1cc(=O)[nH]c2cc(O)ccc12
  81, -1, -1.4, 0, -2, -1, -3, -1.9, -2, -11

Compound profiles, from the list above. Values in the order: Pemphigus Ab inh	DAGLB inh	LANA DNA inh	Keap1 Nrf2 FP	V-ATPase pHluor	CAL PDZ FP-1	NSD2 inh	CAL PDZ FP-2	Cardiac RTF inh	Arr AP2 block
Listed for Cc1nc2sc(C(c3cccc(F)c3)N3CC(C)OC(C)C3)c(O)n2n1 (configuration not stated) → 83	0	0.4	6	-24	0	nt	-1.7	-3	10
Listed for COc1ccc(NC(=O)CN(C)S(=O)(=O)c2ccc(Cl)cc2)c([N+](=O)[O-])c1 → 103	-5	0.5	3	0	nt	1	-1.3	-3	4
